From PubChem
HKDC1 inhibitor – HKDC1 hexokinase inhibitors, primary screen, biochemical, fluorescence, uHTS; Q2TB90; recombinant HKDC1, G6PDH/diaphorase resazurin coupled fluorescence; inhibition, % at 20 µM; 340,000 tested, 0.16% active; AID 493160, 2011;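 active = inhibition above about 35% when tested at 20 µM, limit read from the data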;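 note: plate controls were DMSO wells with enzyme for no effect and DMSO wells lacking enzyme for full effect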
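Material: recombinant HKDC1 hexokinase; Amount: HKDC1 at 5 µg/mL; Medium: Tris pH 8.0 buffer with MgCl2, Tween-20, BSA, BME; Schedule: 90 min reaction incubation at room temperature, dark; Technique: coupled resazurin fluorescence, excitation 525 nm, emission 613 nm.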
PfG6PD inh – PfG6PD enzyme inhibitors, primary screen, biochemical, fluorescence intensity, uHTS. glucose-6-phosphate dehydrogenase-6-phosphogluconolactonase (Plasmodium falciparum 3D7). PfGluPho enzyme, NADPH resazurin-diaphorase fluorescence. inhibition, % at 20 µM. 350,000 tested, 0.78% active. AID 504690, 2011;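 active = inhibition reaching at least a set limit at 20 µM in the primary screen, cut at about 59% in these data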;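 note: 0% = DMSO wells with substrate and 100% = DMSO wells lacking glucose-6-phosphate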
MPTP block – mitochondrial permeability transition pore inhibitors, primary screen, biochemical, isolated mouse mitochondria, absorbance; inhibition, % at 10 µM; 360,000 tested, 1.4% active; AID 602449, 2012; Ca2+ swelling absorbance, 30 min;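 active = inhibition of 50% or more, scaled per plate between neutral and stimulator controls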;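 note: 0% = DMSO wells given calcium and 100% = 1 mM EGTA wells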
SENP6 block – SENP6 protease inhibitors, primary screen, biochemical, luminescence, uHTS | Sentrin-specific protease 6 (Homo sapiens), Q9GZR1 | Recombinant SENP6 catalytic domain, aminoluciferin luminescence | inhibition, % at 10 µM | 330,000 tested, 1.8% active | AID 2599, 2010;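 active = inhibition above about 50% at the single tested dose, limit read from the data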;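 note: plate controls were DMSO wells with enzyme for no effect and DMSO wells lacking enzyme for full effect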
Target sequence (Q9GZR1 628-1112 limits assumed): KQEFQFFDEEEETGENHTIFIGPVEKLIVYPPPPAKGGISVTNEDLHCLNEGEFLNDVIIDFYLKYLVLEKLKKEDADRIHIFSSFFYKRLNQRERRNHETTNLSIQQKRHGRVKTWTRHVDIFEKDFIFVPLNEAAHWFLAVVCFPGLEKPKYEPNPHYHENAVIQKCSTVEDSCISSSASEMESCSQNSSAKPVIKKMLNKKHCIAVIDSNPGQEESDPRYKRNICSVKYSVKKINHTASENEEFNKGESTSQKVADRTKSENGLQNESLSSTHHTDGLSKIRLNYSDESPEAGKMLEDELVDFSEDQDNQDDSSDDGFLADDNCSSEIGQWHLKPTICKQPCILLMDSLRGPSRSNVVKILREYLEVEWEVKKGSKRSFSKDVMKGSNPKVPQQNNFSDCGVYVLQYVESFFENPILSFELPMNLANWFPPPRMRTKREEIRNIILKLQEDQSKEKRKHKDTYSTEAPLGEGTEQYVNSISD
SENP8 inh – human SENP8 protease inhibitors, primary screen, biochemical, fluorescence, Nedd8 protein substrate, uHTS; 360,000 tested, 0.64% active; Sentrin-specific protease 8 (Homo sapiens), Q96LD8; AID 602440, 2012; recombinant SENP8; inhibition, % at 20 µM; in the data active = inhibition mostly above about 40%, no sharp cut-off; inactive = mostly below about 27%
Target sequence (Q96LD8 whole entry, looked up): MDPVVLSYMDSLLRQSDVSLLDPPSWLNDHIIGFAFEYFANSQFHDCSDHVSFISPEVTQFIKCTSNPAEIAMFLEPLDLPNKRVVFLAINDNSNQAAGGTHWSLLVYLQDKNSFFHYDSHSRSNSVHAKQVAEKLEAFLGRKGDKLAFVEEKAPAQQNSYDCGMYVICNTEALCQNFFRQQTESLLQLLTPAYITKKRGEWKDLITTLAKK
NR3A LBD binder – binders of NR3A ligand-binding domain, primary screen, biophysical, differential scanning fluorimetry, uHTS; Tm shift relative to glycine control, % at 25 µM; Glutamate receptor ionotropic, NMDA 3A (GRIN3A) ligand-binding domain; NR3A LBD differential scanning fluorimetry, Tm shift; 0% = protein alone, 100% = glycine-bound protein; 340,000 tested, 2.5% active;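 active = melting temperature shift of at least 10% of the positive control shift, at one fixed dose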
SENP7 inh – SENP7 protease inhibitors, primary screen, biochemical, luminescence, uHTS | Sentrin-specific protease 7 (Homo sapiens), Q9BQF6 | recombinant SENP7, Z-RLRGG-aminoluciferin luminescence, 40 min | inhibition, % at 5 µM | 330,000 tested, 1.5% active | AID 434973, 2010;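 active = inhibition above about 50% at the single test dose, limit read from the data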;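 note: plate controls were DMSO with enzyme for no effect and no enzyme buffer wells for full effect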
Target sequence (Q9BQF6 706-1050 limits assumed): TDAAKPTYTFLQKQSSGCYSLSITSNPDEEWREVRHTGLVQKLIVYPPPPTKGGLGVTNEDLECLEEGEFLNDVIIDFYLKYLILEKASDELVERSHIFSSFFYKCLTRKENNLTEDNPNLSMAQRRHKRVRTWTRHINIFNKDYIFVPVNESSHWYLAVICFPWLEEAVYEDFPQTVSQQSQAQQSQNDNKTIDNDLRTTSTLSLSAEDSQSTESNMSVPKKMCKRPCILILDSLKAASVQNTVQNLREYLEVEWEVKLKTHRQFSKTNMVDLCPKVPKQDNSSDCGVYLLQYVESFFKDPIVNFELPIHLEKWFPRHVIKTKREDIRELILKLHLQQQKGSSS
ATG4B inhibitor – ATG4B protease inhibitors, primary screen, biochemical, fluorescence, uHTS; 340,000 tested, 0.51% active; AID 504462, 2011; Cysteine protease ATG4B (Homo sapiens), Q9Y4P1; ATG4B cleavage of LC3-PLA2, NBD-HPC fluorescence, 1 h; inhibition, % at 8.33 µM; in the data active = inhibition above about 40%
* hit, by the source's call; . = not tested or not shown.

SMILES | HKDC1 inhibitor | PfG6PD inh | MPTP block | SENP6 block | SENP8 inh | NR3A LBD binder | SENP7 inh | ATG4B inhibitor
COC(=O)c1ccc2c(=O)n(-c3ccccc3)c(=S)[nH]c2c1 | -1 | 5 | 0.0 | -53 | 14 | 0 | -4 | 5
COc1cc(OC)c(C(=O)OCC(=O)Nc2ccc(S(=O)(=O)N3CCOCC3)cc2)cc1OC | 7 | -8 | -2.5 | 3 | -22 | 2 | 10 | -2
COc1ccc(CN(C)C(=O)c2ccc3c(=O)n4c(nc3c2)CCC4)c(OC)c1 | -2 | 2 | -0.7 | -7 | -110 | 2 | 7 | -2
N#CC1(c2ccccc2)CCCN1C(=O)c1ccccc1Cl (configuration not stated) | -2 | -1 | -5.9 | -4 | 5 | 2 | 6 | -3
CCN1C[C@@H]2[C@@H]3C(=O)N(Cc4ccccc4)C(=O)[C@@H]3[C@](CC)(C1=O)N2C(=O)c1ccc(C(C)(C)C)cc1 | -4 | -3 | -0.1 | . | -9 | -2 | . | -17
O=c1c(-c2c(O)cc(O)c3c(=O)cc(-c4ccc(O)cc4)oc23)c(-c2ccc(O)cc2)oc2cc(O)cc(O)c12 | 2 | -12 | 6.7 | -2 | 39 | 27* | 2 | 14
O=S(=O)(c1ccc(-c2ccccc2)cc1)N1CCCC1 | 10 | 15 | -2.5 | -11 | 8 | 1 | 5 | -3
O=[N+]([O-])c1cccc(C2=NCCS2)c1 | -6 | -6 | -1.0 | -2 | 34 | 0 | -1 | 30
O=C(CCC1COc2ccccc2O1)NCc1ccccc1 (configuration not stated) | 6 | -8 | 0.6 | -1 | 26 | 1 | -2 | 7
CC(=O)NC1CCCC(NC(C)=O)C1 (configuration not stated) | -4 | -2 | -0.3 | . | 14 | 2 | . | 1
CCN(CC)CCN(C(=O)C1=COCCO1)c1nc2cc3c(cc2s1)OCO3 | 0 | 7 | 2.9 | -21 | 11 | -1 | 3 | -15
CCN1C(=O)[C@@H]2[C@H](C1=O)[C@@H]1CC(C(=O)OC)=C[C@@H](C(=O)OC)C3C1=C(C(=O)C3(CC)CC)[C@@H]2C (some centres not stated) | -4 | -9 | . | -16 | . | -1 | -6 | 9
CCOc1ccccc1NC(=O)c1cc(S(=O)(=O)N2CCN(CC)CC2)ccc1Cl | -3 | 8 | 1.2 | -12 | 3 | 2 | 2 | -10
N/C(=N\OC(=O)Cc1ccc(Cl)cc1)c1cccnc1 | -10 | -3 | -1.3 | 0 | 4 | 0 | 13 | 3
COc1ccc2nc(NC(=O)c3ccco3)sc2c1 | 1 | -18 | -0.8 | 88* | -204 | -3 | 93* | 5
Cc1ccc(NC(=O)CSc2nc(=O)n(CCN(C)C)c3c2CCCC3)cc1Cl | -2 | 6 | -1.2 | -9 | 0 | 0 | -10 | -9
Cc1nn(CCc2n[nH]c(=S)n2C)c(C)c1Br | -7 | 24 | -4.0 | -6 | 3 | 1 | 4 | 28
COc1cccc(CNC(=O)c2ccccc2-c2ccccc2C(=O)O)c1 | -6 | -16 | -0.1 | -2 | 10 | 0 | 0 | -1
C#Cc1ccc(C(=O)Nc2ccc(N3CCC(C)CC3)c(C(N)=O)c2)cc1 | 1 | -7 | 0.5 | 10 | -3 | 27* | 3 | -7
COc1ccc(CCNC(=O)c2cc3ccccn3n2)c(OC)c1OC | -1 | -4 | 0.8 | -14 | -1 | -1 | 3 | -8
Cc1c(C)c2c(OCC(=O)N[C@@H](C)C(=O)O)cc3c(c2oc1=O)CCC(C)(C)O3 | 8 | 11 | -0.3 | 7 | -286 | -1 | -1 | -1
CCCCC[C@@H](O)c1cc2ccccc2c(=O)o1 | 6 | -5 | 0.0 | 4 | 11 | 0 | 3 | -7
Cc1ccc(C(=O)N2CCC(C(=O)NC3CCCCCC3)CC2)cc1 | -5 | 7 | 0.6 | -4 | 6 | -2 | 10 | -5
Oc1ccc(N2CCN(Cc3cc4c(cc3Br)OCCO4)CC2)cc1 | 5 | 74* | -1.2 | -17 | 19 | 3 | -2 | -19
CC1CCCC(NS(=O)(=O)c2ccc3c(c2)OCCO3)C1C (configuration not stated) | 5 | 1 | 0.1 | -6 | 22 | 0 | -16 | -8
CCSc1ccccc1C(=O)Nc1nncs1 | -5 | 4 | -0.2 | 17 | 14 | 0 | 2 | 3
COC(=O)CN(c1ccc2c(c1)OCO2)S(C)(=O)=O | 3 | -4 | 1.2 | -5 | 16 | 1 | -2 | 0
CCOC(=O)C(C)c1c(C)[nH]c(=S)[nH]c1=O (configuration not stated) | -8 | -5 | 0.1 | -5 | 22 | 0 | 8 | -7
CCOCC(=O)Nc1nnc(COc2ccc(Cl)cc2)s1 | -12 | 62* | 0.3 | 8 | 17 | 0 | 0 | 6
CCN(CC)CCC(=O)N1c2ccccc2CCc2ccc(NC(=O)OC(C)C)cc21 | -4 | 9 | 1.9 | -6 | 13 | -3 | -9 | -3
Cc1cc(=O)oc2cc(OCC(=O)NCCCN3CCOCC3)c(Cl)cc12 | -2 | 7 | -0.5 | -2 | -94 | -1 | 2 | -4
COCCNC(=O)c1onc(CSc2ccccc2)c1C(=O)O | -8 | 4 | -0.6 | -14 | 13 | 1 | 3 | -13
Cc1cc(C)cc(C(=O)NC(=S)Nc2ccc3c(c2)OCCO3)c1 | 1 | 22 | -1.0 | 84* | 16 | -6 | 42 | -4
Cc1ccc(S(=O)(=O)N/N=C2/CC(c3ccccc3)Oc3ccccc32)cc1[N+](=O)[O-] (configuration not stated) | 10 | -1 | 78* | 0 | 19 | 25* | -6 | 21
Cc1nonc1CC(=O)N1CCCC(C(=O)c2cccc(C(F)(F)F)c2)C1 (configuration not stated) | 1 | -3 | 1.0 | -14 | 10 | -1 | -8 | 1
O=C(NC1CCCCC1)c1ccc2snnc2c1 | -4 | 4 | -0.6 | -22 | 14 | 1 | 8 | 4
CC(CCO)Nc1nc2c([nH]1)c(=O)n(C)c(=O)n2C (configuration not stated) | -6 | 10 | -1.1 | -9 | 9 | 2 | 1 | 6
CN(CCC1CCOCC1)C(=O)C1CCC(=O)N(CCc2ccccc2)C1 (configuration not stated) | -4 | 9 | 0.8 | -8 | 10 | 0 | -12 | -3
CCS(=O)(=O)N1Cc2ccccc2CC1C(=O)OCC(=O)N(C(C)C)C(C)C (configuration not stated) | -8 | 1 | -0.2 | -10 | 0 | 0 | 5 | -2
Cc1cccc(C(CC(=O)N2CCCC2)c2ccccc2)c1O (configuration not stated) | 0 | -10 | -2.2 | -4 | 19 | -1 | -8 | -4

Gathered by group: those above with an aryl thioether with sulfur outside any ring
SMILES | HKDC1 inhibitor | PfG6PD inh | MPTP block | SENP6 block | SENP8 inh | NR3A LBD binder | SENP7 inh | ATG4B inhibitor
Cc1ccc(NC(=O)CSc2nc(=O)n(CCN(C)C)c3c2CCCC3)cc1Cl | -2 | 6 | -1.2 | -9 | 0 | 0 | -10 | -9
CCSc1ccccc1C(=O)Nc1nncs1 | -5 | 4 | -0.2 | 17 | 14 | 0 | 2 | 3
COCCNC(=O)c1onc(CSc2ccccc2)c1C(=O)O | -8 | 4 | -0.6 | -14 | 13 | 1 | 3 | -13

The listing picks up with the 2 entries that preceded the break.
SMILES | HKDC1 inhibitor | PfG6PD inh | MPTP block | SENP6 block | SENP8 inh | NR3A LBD binder | SENP7 inh | ATG4B inhibitor
CCS(=O)(=O)N1Cc2ccccc2CC1C(=O)OCC(=O)N(C(C)C)C(C)C (configuration not stated) | -8 | 1 | -0.2 | -10 | 0 | 0 | 5 | -2
Cc1cccc(C(CC(=O)N2CCCC2)c2ccccc2)c1O (configuration not stated) | 0 | -10 | -2.2 | -4 | 19 | -1 | -8 | -4
CNC(=O)NC(=O)CSc1ccc(S(=O)(=O)N2CCOCC2)cn1 | -7 | 13 | -2.4 | -10 | 3 | 0 | -8 | -6
CCOC(=S)SCc1cn2cccc(C)c2n1 | 0 | -1 | -2.1 | -19 | -5 | 2 | -6 | -7
S=c1[nH]nc(-c2ccccc2)n1/N=C/c1cccc(Br)c1 | 0 | -1 | 1.5 | 5 | 4 | -9 | -9 | 4
Cn1nc(C(=O)NCc2ccc(F)cc2)c2ccccc2c1=O | -2 | -3 | 3.5 | 3 | 10 | -1 | 9 | -3
CCCC/C=C/C(NC(=O)c1ccc(C(=O)OC)cc1)c1ccccc1 (configuration not stated) | 0 | 5 | 2.8 | -4 | 6 | -3 | 0 | 1
O=C(/C=C/Nc1ccccc1)c1ccc(Cl)cc1Cl | 0 | -3 | 0.0 | 3 | -39 | -5 | 87* | 7
CC(=O)c1c(C)cc(C)c(CSc2ccccn2)c1C | -5 | 9 | 0.5 | 10 | 11 | 1 | -10 | 3
Cc1ccc(O)c(Sc2cc(C)ccc2O)c1 | 0 | -12 | 3.1 | 2 | -1 | 3 | 2 | -4
COc1ccc(-c2cc(C(F)(F)F)n3nc(C(=O)NCCCN4CCOCC4)cc3n2)cc1 | -4 | -6 | . | 0 | . | -2 | 4 | -6
Cc1ccc(CN2CCN(C(=O)CCC(=O)Nc3nnc(C(C)C)s3)CC2)c(C)c1 | 5 | -15 | 1.4 | 4 | 8 | -3 | 4 | -5
CCOC(=O)c1cnc(=O)[nH]c1C | -2 | -5 | . | 15 | . | 2 | 0 | 10
CCCn1c(-c2cccs2)nc2c1c(=O)[nH]c(=O)n2Cc1ccccc1 | -10 | -19 | -0.4 | -3 | -414 | -4 | -7 | 1
Cc1cccc(OCC(=O)Nc2ccc3c(c2)C(=O)NC3=O)c1 | -1 | 24 | 0.8 | 5 | -92 | -4 | 13 | -9
O=C(CN1CCOCC1)N/N=C/c1ccc(-c2ccc(C(=O)O)cc2)o1 | -4 | 9 | 1.7 | -10 | -92 | 0 | 8 | -2
Cc1ccc(Nc2c3c(nc4ccccc24)CCC3)cc1 | 5 | -9 | 80* | -4 | -84 | -2 | -4 | 38
Cc1ccc(S(=O)(=O)NNC(=O)c2ccncc2)cc1[N+](=O)[O-] | -6 | 12 | 1.2 | -7 | 0 | 0 | 3 | 7
Nc1c(NCc2ccccc2)c(=O)[nH]c(=O)n1Cc1ccccc1 | -2 | 33 | 2.4 | -3 | -38 | 1 | 6 | -7
CCCCc1ccc(S(=O)(=O)N/N=C(/C)c2ccncc2)cc1 | -4 | -21 | 3.2 | 0 | 0 | 0 | 2 | 10
Cc1cc(C)c(NC(=O)CSCc2c(C)noc2C)c(C)c1 | -3 | -12 | 0.1 | 7 | 8 | -1 | 3 | 0
COC(=O)Cc1nc(NC(=O)c2cccs2)sc1C | 2 | 16 | -1.2 | -16 | 12 | 1 | 2 | 0

Quoted from the listing:
Reading of Cn1nc(C(=O)NCc2ccc(F)cc2)c2ccccc2c1=O under MPTP block: 3.5
Reading of Cc1cc(C)c(NC(=O)CSCc2c(C)noc2C)c(C)c1 under PfG6PD inh: -12

Further records.
SMILES | HKDC1 inhibitor | PfG6PD inh | MPTP block | SENP6 block | SENP8 inh | NR3A LBD binder | SENP7 inh | ATG4B inhibitor
COc1ccc(CN2CCC(=O)N([C@H](CO)c3ccccc3)CC2)cc1 | -1 | -7 | -0.7 | 3 | 19 | -1 | -1 | -2
CCOCCCNC(=S)Nc1ccc2nc(N3CCN(CC)CC3)cc(C)c2c1 | 5 | -13 | -1.2 | 18 | -282 | 6 | 4 | -5
CNC(=S)N(CCc1ccc(S(N)(=O)=O)cc1)C1CC(=O)N(c2ccccc2F)C1=O (configuration not stated) | -6 | -11 | -1.5 | 12 | 1 | -1 | 8 | -4
COc1ccc(CC(=O)NNS(=O)(=O)c2ccccc2[N+](=O)[O-])cc1 | -5 | 0 | 0.3 | 14 | 12 | 0 | -4 | 0
O=C(OCc1ccccc1)N(CCF)c1cn(Cc2ccccc2)c(=O)n(Cc2ccccc2)c1=O | -1 | 14 | 1.4 | . | 10 | 1 | . | -2
